ALDH1A1 block: inhibitors of human aldehyde dehydrogenase 1A1; 220,000 tested, 7.3% active; P00352; AID 1030; Potency, µM (doses to about 75.3 µM), for inactives: top-dose activity, negative = inhibition, most hits filed as inhibitors; Purified ALDH1A1, NADH fluorescence, propionaldehyde substrate; active means well fitted inhibition curve with a large enough effect, not every such curve was filed as active; inconclusive means small, poorly fitted or top-dose-only effect, or another doubt; inactive means no such curve, though single readings can be large or run the other way;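 further: plate controls were no enzyme wells and a reference inhibitor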
TR SRC2 fluor cs: alters Texas Red total fluorescence, flagging assay interference; Potency, µM (series often up to 106 µM), for inactives: at the top dose fluorescence change, negative = quenching; 280,000 tested, 0.29% active; TRb/SRC2 Texas Red total fluorescence interference; active means well fitted curve in either direction with a large enough effect; inconclusive means small, poorly fitted or top-dose-only effect; further: on the % scale 0 is the no-effect control and ±100 the full control effect
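Human TRβ ligand-binding domain (0.6 uM) and Texas Red SRC2 peptide (20 nM) in Tris buffer with 1 uM T3 and 5% DMSO were incubated with pinned compound for 5 hr at ambient temperature. Total fluorescence was computed as S + 2P (555/632 nm).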
LMNA splice mod: changes lamin A minigene splicing in HeLa cells. HeLa LMNA splicing GFP/RFP minigene ratio, 48 h. AID 1487. 200,000 tested, 0.01% active. Potency, µM (titrated, usually from 46.1 µM), inactives show at the top dose ratio change, negative = inhibition, usual class: inhibitors; active means well fitted inhibition curve with a large enough effect in the signal ratio, with a control signal flat, not every such curve was filed as active; inconclusive means small, poorly fitted or top-dose-only effect, or effect the other way, or a change in a side signal; the % refers to the signal ratio; further: on the % scale 0 is the no-effect control and ±100 the full control effect
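S3 HeLa stable clones carrying a lamin A-EGFP splicing minigene plus DsRed2 were seeded at 600 cells/well in Opti-MEM with 2% FBS, pin-dosed and incubated 48 h at 37°C. Acumen cytometry (488 nm) gave the GFP/RFP total-intensity ratio.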
SMN2 splice up: enhancers of SMN2 splice variant expression; HEK293 SMN2-luciferase splicing reporter, luminescence, 30-36 h; Potency, µM (series often up to 46.1 µM), for inactives: at the top dose activity change, positive = activation, hits mostly activators; 210,000 tested, 2.8% active; AID 1458; further: % of control where 0% means no effect; nearly all actives have a fitted effect of over 55% in size
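HEK293 cells carry an SMN2 minigene-luciferase reporter in which exon 7 inclusion puts luciferase in frame. Cells were seeded at 2000 cells/well, attached for 10-12 hours, then exposed to compounds for 30-36 hours at 37C before ONE-Glo luminescence.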
RGS12 GoLoco inh: blocks human Gai1 binding to RGS12 GoLoco peptide, red readout. Gai1:RGS12 GoLoco peptide FP, rhodamine, 10 min. AID 880. Potency, µM (titrated, usually from 61.6 µM), without a hit: top-dose activity, negative = inhibition, most hits filed as inhibitors. P63096. 230,000 tested, 0.44% active; active means well fitted inhibition curve with a large enough effect, not every such curve was filed as active; inactive means no such curve, though single readings can be large or run the other way; further: on the % scale 0 is the no-effect control and ±100 the full control effect; nearly all actives have a fitted effect of over 30% in size; many of its hits are not listed in these tables
TRb SRC2 PPI: disrupts binding of human TR beta to SRC2; 280,000 tested, 0.065% active; AID 1469; Potency, µM (highest dose often 106 µM), for inactives: at the highest dose activity change, negative = inhibition, hits mostly inhibitors; TRbeta-SRC2 peptide binding, fluorescence polarization; receptor liganded with 1 µM T3; P10828;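 further: plate controls were bound peptide for no effect and peptide without receptor for full effect; nearly all actives have a fitted effect of over 50% in size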
Target sequence (P10828 whole entry, looked up): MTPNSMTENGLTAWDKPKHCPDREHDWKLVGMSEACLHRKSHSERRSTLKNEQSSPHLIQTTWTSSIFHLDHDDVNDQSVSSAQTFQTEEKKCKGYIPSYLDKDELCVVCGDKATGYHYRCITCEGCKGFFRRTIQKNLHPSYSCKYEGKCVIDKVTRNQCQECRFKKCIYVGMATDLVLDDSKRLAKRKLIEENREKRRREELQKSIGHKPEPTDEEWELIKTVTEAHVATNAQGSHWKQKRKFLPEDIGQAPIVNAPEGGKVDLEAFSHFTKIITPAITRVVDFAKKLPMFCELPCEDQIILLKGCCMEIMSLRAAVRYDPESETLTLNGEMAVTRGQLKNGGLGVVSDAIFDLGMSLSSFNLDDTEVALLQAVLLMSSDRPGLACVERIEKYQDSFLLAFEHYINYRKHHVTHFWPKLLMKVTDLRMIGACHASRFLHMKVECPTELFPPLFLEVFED
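Polarization signal, normalized between peptide-alone and full complex controls, measured compound effects on T3-liganded human TRb LBD (0.6 uM) binding 20 nM Texas Red SRC2 peptide after 5 hr.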
KDM4E inh: JMJD2E (human) inhibition | B2RXH2 | JMJD2E catalytic domain, FDH-coupled NADH fluorescence (FDH is formaldehyde dehydrogenase) | Potency, µM (doses to about 57.1 µM), without a hit: at the highest dose activity change, negative = inhibition, most hits filed as inhibitors | 230,000 tested, 1.6% active | AID 2147; active means well fitted inhibition curve with a large enough effect, not every such curve was filed as active; inconclusive means small, poorly fitted or top-dose-only effect, or another doubt; inactive means no such curve, though single readings can be large or run the other way;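 further: 0% = wells with enzyme and -100% = buffer wells without enzyme; nearly all actives have a fitted effect of over 50% in size; many of its hits are not listed in these tables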
Target sequence (B2RXH2 1-337 limits assumed): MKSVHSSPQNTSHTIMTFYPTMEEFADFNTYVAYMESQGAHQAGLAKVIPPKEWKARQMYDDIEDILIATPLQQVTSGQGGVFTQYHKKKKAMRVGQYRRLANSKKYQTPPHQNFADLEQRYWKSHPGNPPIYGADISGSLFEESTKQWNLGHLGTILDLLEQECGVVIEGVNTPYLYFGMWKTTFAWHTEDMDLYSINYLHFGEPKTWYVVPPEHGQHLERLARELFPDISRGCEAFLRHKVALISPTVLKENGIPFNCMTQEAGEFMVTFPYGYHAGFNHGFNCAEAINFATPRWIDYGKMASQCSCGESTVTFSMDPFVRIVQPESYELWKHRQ
RECQ1 inh: inhibitors of human RECQ1 DNA helicase. P46063. RECQ1 DNA unwinding, red fluorescence kinetic read. Potency, µM (titrated, usually from 57.3 µM), for the others: at the top dose activity, negative = inhibition, actives largely listed as inhibitors. 240,000 tested, 0.54% active. AID 2549;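 further: plate controls were vehicle for no effect and no enzyme for full effect; nearly all actives have a fitted effect of over 30% in size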
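RECQ1T1 50 nM; forked duplex (20 bp + 30-nt ss tails) 200 nM, ATP 2 mM final; pH 8.0, 2 mM MgCl2, 2.5 ug/ml poly(dI-dC); 15 min compound preincubation; discontinuous kinetic read over 2 h at RT.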
An asterisk follows results filed as active; i = inactive; ? = inconclusive; · = not tested or not shown; [ ] = remark or other dose. Unless noted, the call rests on the fitted dose curve; in most records, active means well fitted curve in the direction sought with a large enough effect; inconclusive means small, poorly fitted or top-dose-only effect, or another doubt; inactive means no such curve, though single readings can be large; an effect the other way counts as inactive or inconclusive. Potency means the concentration at half of the fitted maximal effect. Some of the compounds tested; count on the stated rates, not on these rows.

SMILES	ALDH1A1 block	TR SRC2 fluor cs	LMNA splice mod	SMN2 splice up	RGS12 GoLoco inh	TRb SRC2 PPI	KDM4E inh	RECQ1 inh
Cc1cc2nc(-c3ccco3)cc(C(F)(F)F)n2n1	14µM*	-2%	2%	3%	13%	6%	-1%	0%
CCn1c2ccccc2c2cc(NC(=O)COC(=O)C3CCC(=O)N3)ccc21 (stereo not drawn)	-2%	-4%	?	-6%	3%	-4%	-3%	i
O=c1cc(N2CCN(c3cccc(Cl)c3)CC2)[nH]c(=O)n1C1CCCCC1	18%	-3%	?	7.9µM*	7%	-12%	4%	-9%
COC(=O)c1ccc(-c2ccco2)n1Cc1cccc(C)c1	?	-1%	6%	-1%	3%	1%	?	i
Cc1cc(C(=O)NNS(=O)(=O)c2ccc(C(C)(C)C)cc2)nn1C(C)(C)C	·	1%	·	·	9%	0%	-13%	i
CNC(=O)COC(=O)c1[nH]c(C)c(C(C)=O)c1C	8%	1%	5%	-6%	-20%	5%	3%	-4%
O=C(CC(c1ccccc1)c1ccccc1O)NCc1ccco1 (stereo not drawn)	3%	1%	?	-10%	6%	-18%	-5%	-12%
CC(NC(=O)c1cc(COc2ccc3ncccc3c2)on1)c1ccc(F)cc1 (stereo not drawn)	·	5%	·	·	1%	6%	-24%	11%
Cc1occc1-c1nnc(SCC(=O)O)n1-c1ccccc1	·	-2%	·	·	-3%	1%	6%	i
CCOc1ccc(C(=O)Nc2nnc(C)s2)cc1OCC	-8%	-1%	9%	21%	0%	0%	?	-7%
COC(=O)C1=C(N)OC2=C(C(=O)CCC2)C1c1cccnc1 (stereo not drawn)	17%	1%	5%[46 µM]	-1%	7%	-5%	-6%	i
Cc1ccc(S(=O)(=O)NCC(=O)N(CC(=O)NCC2CCCO2)C2CCCC2)cc1 (stereo not drawn)	?	-1%	-5%	-9%	2%	4%	8%	-6%
O=C(CN1C(=O)CCS(=O)(=O)c2ccccc21)NCc1ccccc1	1%	-11%	-8%	2%	-2%	-6%	1%	3%
O=C1NC(=Nc2ccc(F)cc2)CS1	?	-1%	·	-15%	6%	-4%	-4%	0%
COc1ccccc1N(CC(=O)Nc1c(C)n(C)n(-c2ccccc2)c1=O)S(=O)(=O)c1ccc(C)cc1	0%	3%	·	·	4%	-3%	3%	i
CNc1nc(SCc2ccccc2)nc(N2CCOCC2)n1	-6%	3%	22%	-3%	-9%	7%	9%	-4%
Cc1c(-c2ccccc2)oc2c(C(=O)OCCN3CCCCC3)cccc2c1=O	9%[20.9 µM]	-2%[53 µM]	?	11%[20.6 µM]	5%[21.6 µM]	2%[53 µM]	?	i
CC1CCN(CC(=O)N2c3ccccc3CC2C)CC1 (stereo not drawn)	?	0%	·	-1%	1%	5%	-10%	i
CC1CCCC(n2c(=S)[nH]c3ccccc3c2=O)C1C (stereo not drawn)	?	0%	?	-20%	18%	-21%	-4%	-9%
COc1ccc(S(=O)(=O)C(C#N)c2nc3ccccc3nc2N2CCCCC2)cc1 (stereo not drawn)	?	7%	-2%	-12%	15%	-3%	?	-2%
O=P(c1cccs1)(c1cccs1)c1cccs1	6%	-5%	15%	-9%	7%	-2%	-2%	-2%
CC(NC(=O)c1ccnn1C)C1CCCO1 (stereo not drawn)	4%	-2%	1%[46 µM]	16%	4%	6%	13%	i
O=c1n(Cc2ccccc2)nc2n1-c1ccccc1SC2	·	-4%	·	·	4%	-8%	7%	-10%
COc1ccc(/C=N/NC(=O)c2cccc(NC(=O)c3ccc(Cl)cc3)c2)c(OC)c1	?	-1%	5%	?	-1%	11%	·	-1%

Record cards, from the list above. Order of values: ALDH1A1 block	TR SRC2 fluor cs	LMNA splice mod	SMN2 splice up	RGS12 GoLoco inh	TRb SRC2 PPI	KDM4E inh	RECQ1 inh
Results for COc1ccccc1N(CC(=O)Nc1c(C)n(C)n(-c2ccccc2)c1=O)S(=O)(=O)c1ccc(C)cc1 → 0%	3%	·	·	4%	-3%	3%	i
Results for O=C(CN1C(=O)CCS(=O)(=O)c2ccccc21)NCc1ccccc1 → 1%	-11%	-8%	2%	-2%	-6%	1%	3%
Results for O=c1n(Cc2ccccc2)nc2n1-c1ccccc1SC2 → ·	-4%	·	·	4%	-8%	7%	-10%
Results for CC1CCCC(n2c(=S)[nH]c3ccccc3c2=O)C1C (stereo not drawn) → ?	0%	?	-20%	18%	-21%	-4%	-9%

(more compounds)
SMILES	ALDH1A1 block	TR SRC2 fluor cs	LMNA splice mod	SMN2 splice up	RGS12 GoLoco inh	TRb SRC2 PPI	KDM4E inh	RECQ1 inh
Cc1nnc(SCC(=O)NCC(=O)Nc2ccc(F)c(F)c2F)n1Cc1ccccc1	-11%	0%	-6%[46 µM]	23%	8%	-1%	1%	-6%
C/C(Cl)=C/Cn1c(SC(C)C)nc2c1c(=O)[nH]c(=O)n2C	5µM*	3%	7%	20%	6%	-12%	-5%	15%
COc1ccc(C2C(C(C)=O)=C(Nc3ccccc3)CC(C)(O)C2C(C)=O)cc1OC (stereo not drawn)	?	3%	-8%	8%	1%	-18%	1%	2%
COC(OC)c1ccc(C#N)c(SCc2ccc(C)cc2)n1	?	-1%	·	·	-8%	8%	20%	-2%
COc1ccc(OCC(=O)Nn2c(-c3ccc(OC)cc3)nc3ccccc3c2=O)cc1	?	-7%	?	-7%	-6%	-4%	2%	-2%
CCOC(=O)c1c(C)[nH]c(C(=O)COC(=O)CCS(=O)(=O)c2ccc(C)cc2)c1C	?	1%	-17%	-8%	1%	2%	2%	0%
Cc1cc(C)c(C#N)c(SC2CCCCC2=O)n1 (stereo not drawn)	?	-4%	-7%	30%	-2%	-1%	4%	-2%
COc1ccccc1Nc1nc2ccccc2[nH]1	-6%	-1%	?	6%	-3%	-13%	2%	-1%
CCc1nnc(NC(=O)c2cc(-c3ccccn3)nc3ccccc23)s1	?	0%	-6%[9.22 µM]	6%	12%	-3%	-8%	-11%
Cc1cccc(NC(=O)CSc2nc3ccc(NC(=O)CSc4nnnn4-c4ccccc4)cc3s2)c1C	?	2%	13%	-29%	26%	1%	1%	1%
O=C(Cn1c(=O)c2sccc2n(Cc2cccc([N+](=O)[O-])c2)c1=O)NCCc1ccccc1	10%	5%	-7%	-7%	-1%	-1%	-1%	-2%
COc1ccc(C(C2C(=O)CC(C)(C)CC2=O)C2C(=O)CC(C)(C)CC2=O)cc1	·	1%	·	·	8%	6%	-22%	-1%
O=C(NC1CC1)C1CCCN1S(=O)(=O)c1ccc2ccccc2c1 (stereo not drawn)	-5%	5%	-12%	11µM*	-7%	-7%	14%	12%
COc1ccc(S(=O)(=O)N2CCOC2CNC(=O)C(=O)NCc2ccco2)cc1C (stereo not drawn)	·	-2%	·	·	5%	7%	4%	3%
COc1ccc2c(c1)c(=O)oc1cc(OCC(=O)N3CCC(C)CC3)ccc12	?	-11%	-7%	-14%	20%	-17%	?	40µM*
COCCn1c(SCC(=O)c2ccccc2)nc2c(c1=O)SC(C)C2 (stereo not drawn)	?	0%	?	-14%	17%	-17%	-8%	-1%
CC(=O)Nc1ccc(-c2cc(C(=O)O)c3ccc(C)cc3n2)cc1	?	-1%	·	·	17%	-3%	?	3%
C=CCN1C(=O)NC(c2ccc(OC)cc2)(C(F)(F)F)S/C1=C(\C#N)c1nnc(N2CCOCC2)n1-c1ccccc1 (stereo not drawn)	?	0%	?	?	-1%	0%	8%	-6%
COc1ccc(C(=O)NC(Cc2ccc(OC(=O)c3ccc(OC)cc3)cc2)C(=O)O)cc1 (stereo not drawn)	-7%	1%	?	30%	11%	7%	9%	i
Cc1cc(Cl)ccc1NC(=S)Nc1ccccn1	14%	?	-8%	?	9%	6%	3%	-13%
CCOC(=O)CN1C(=O)C(O)(CC(=O)c2ccco2)c2ccccc21 (stereo not drawn)	0.16µM*	-3%	0%	15%	5%	-7%	3%	-7%
CC1(C)Cc2nc(N3CCOCC3)c(C#N)cc2CO1	?	-1%	4%	8%	13%	1%	?	-6%
CCOC(=O)N1CCN(c2c(NCCc3ccc(OCC)c(OCC)c3)c(=O)c2=O)CC1	-12%	5%	1%	-1%	-3%	-26%	0%	4%
CCCCc1nc2cc(Cl)ccc2o1	-2%	-2%	·	·	14%	0%	-1%	-9%
CC1=Nc2ccccc2/C1=C/c1nc(-c2ccc(C)s2)oc1O	2%	?	?	11%	46%[activator]	-17%	?	?
COc1cccc2cc(C(=O)Oc3ccc(NC(C)=O)cc3)c(=O)oc12	1%	2%	-5%	3%	5%	2%	-25%	-16%
COc1ccc(C(=O)NCc2nnc(SCC(=O)Nc3nc4ccccc4s3)o2)cc1	-1%	0%	1%	25%	3%	3%	5%	-11%
O=S(=O)(CCc1nc2ccccc2s1)c1ccc2ccccc2c1	?	-7%	5%	-4%	-15%	-4%	-19%	-12%
Cc1cc(C)c2cc(CN(CCCN(C)C)C(=S)NCc3ccccc3)c(=O)[nH]c2c1	?	-1%[53 µM]	?	·	8%	2%[53 µM]	?	-5%
Cc1nn(Cc2ccc(F)cc2)c2sc(C(=O)Nc3ccc(N4CCOCC4)cc3N3CCOCC3)cc12	-10%	-2%	?	9%	-7%	1%	?	-10%
O=S(=O)(c1ccccc1)c1ccc(NCc2ccco2)cc1	?	-2%	?	-9%	0%	-15%	?	-18%
O=S(=O)(NCC1CCCO1)c1ccc(S(=O)(=O)N(Cc2ccc(F)cc2)Cc2ccco2)cc1 (stereo not drawn)	3%	-3%	-3%	-8%	0%	7%	0%	8%
COc1ccc(N2CCN(/C(=N\S(=O)(=O)c3ccccc3)Nc3nc(C)cc(C)n3)CC2)cc1	1%	1%	0%	16%	-7%	6%	8%	-1%
COCCNC(=O)c1n[nH]c2ccccc12	10%	-2%	·	?	5%	-5%	?	-3%
CC1(C)Cc2nc3nc(SCC(=O)NCCc4ccccc4)n(-c4ccccc4)c(=O)c3cc2CO1	2.5µM*	2%	10%	-6%	22%	-13%	?	-9%
O=C(N/N=C/c1ccccc1Br)C1CC1	5%	1%	·	-7%	11%	-2%	6%	-2%

Screening results (PubChem BioAssay)
